STAT3 blocker: IL-6 driven STAT3 reporter inhibitors, primary screen, U3A cells, luciferase, luminescence, MLSCN library; IL-6 STAT3-luciferase reporter; host cell line lacks STAT1; inhibition, % at 5.5 µM; 0.89% of 190,000 active; AID 862, 2007;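 active = inhibition above the mean inhibition across all screened compounds plus 3 SD, cut at about 44% in these data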;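 also: 0% = DMSO only wells and 100% = 100 µM nifuroxazide control wells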
TNAP act hi DEA: TNAP activators at high phosphate acceptor level, primary screen, biochemical, luminescence, uHTS. Alkaline phosphatase, tissue-nonspecific isozyme (Homo sapiens), P05186. purified TNAP, CDP-star luminescence, 1 M DEA, 30 min; stronger effect = higher value; 0 = EDTA background, 1 = DMSO-only activity. activation factor at 20 µM. 200,000 tested, under 10 active;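 active = activation factor at least 2 at 20 µM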
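Test system – human TNAP · Doses – 20 µM single point · Incubation – 30 min, room temperature · Signal – luminescent substrate turnover signal · Read-out basis – activation factor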
ROMK primary: ROMK potassium channel modulators, primary screen, cell-based, thallium flux, MLSMR library. ATP-sensitive inward rectifier potassium channel 1 (Homo sapiens), P48048. Tet-inducible ROMK, thallium flux fluorescence; actives lie on both sides. B-score at 10 µM. 2% of 130,000 active;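 active = signal ratio slope over the read window, or its plate-corrected B-score, at least 3 SD from the plate mean, either direction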;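 also: B-score of the F/F0 ratio slope over 7 to 12 s after thallium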
Target sequence (P48048 whole entry, looked up): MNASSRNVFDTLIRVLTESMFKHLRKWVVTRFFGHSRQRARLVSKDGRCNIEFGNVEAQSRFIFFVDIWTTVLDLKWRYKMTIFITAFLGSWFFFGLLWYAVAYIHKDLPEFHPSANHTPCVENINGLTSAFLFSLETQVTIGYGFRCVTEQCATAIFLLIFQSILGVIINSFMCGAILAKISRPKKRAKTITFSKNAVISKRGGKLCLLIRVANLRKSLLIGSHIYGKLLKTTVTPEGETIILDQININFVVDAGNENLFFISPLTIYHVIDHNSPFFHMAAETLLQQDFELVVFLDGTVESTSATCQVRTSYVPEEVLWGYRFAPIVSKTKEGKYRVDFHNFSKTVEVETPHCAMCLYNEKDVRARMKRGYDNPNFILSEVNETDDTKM
STAT1 blocker: STAT1 signaling inhibitors, primary screen, cell-based, HTS, luciferase reporter. 0.35% of 200,000 active. NIH 3T3 STAT1-luciferase reporter, IFN-gamma, luminescence. inhibition, % at 5.5 µM;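 active = inhibition above a set limit, the mean inhibition across all tested compounds plus 3 SD, cut at about 34% in these data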;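 also: 0% = IFN-gamma with DMSO and 100% = IFN-gamma with 300 µM nifuroxazide; values of inactives mirror those of a sister screen read the other way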
TR-FRET SRC-2 ct: TR-FRET signal artefacts, primary screen, artefact control for PPARgamma SRC-2 agonist project, biochemical; TR-FRET artefact counter-screen; stronger effect = higher value; TR-FRET ratio at 8 µM; 0.4% of 200,000 active; in the data active = TR-FRET ratio above about 2000; also: inactives centre near 1500
bIAP activator: bovine intestinal alkaline phosphatase activators, primary screen, biochemical, bovine IAP, CDP-star luminescence; AID 1016, 2008; 0.17% of 200,000 active; purified bovine IAP, 30 min; stronger effect = higher value; fold of DMSO-control signal, blank-subtracted; activation factor at 20 µM;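 active = activation factor of 2 or more at 20 µM, a signal rise over negative controls twice the positive control's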
PPARg SRC-1 ag: PPARgamma agonists recruiting SRC-1 coactivator, primary screen, biochemical; Peroxisome proliferator-activated receptor gamma (Homo sapiens), P37231; PPARgamma-SRC-1 coactivator recruitment biochemical assay; activation, % at 8 µM; 0.41% of 200,000 active; in the data active = activation above about 19%;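 also: 0% = DMSO and 100% = reference agonist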
Target sequence (P37231 whole entry, looked up): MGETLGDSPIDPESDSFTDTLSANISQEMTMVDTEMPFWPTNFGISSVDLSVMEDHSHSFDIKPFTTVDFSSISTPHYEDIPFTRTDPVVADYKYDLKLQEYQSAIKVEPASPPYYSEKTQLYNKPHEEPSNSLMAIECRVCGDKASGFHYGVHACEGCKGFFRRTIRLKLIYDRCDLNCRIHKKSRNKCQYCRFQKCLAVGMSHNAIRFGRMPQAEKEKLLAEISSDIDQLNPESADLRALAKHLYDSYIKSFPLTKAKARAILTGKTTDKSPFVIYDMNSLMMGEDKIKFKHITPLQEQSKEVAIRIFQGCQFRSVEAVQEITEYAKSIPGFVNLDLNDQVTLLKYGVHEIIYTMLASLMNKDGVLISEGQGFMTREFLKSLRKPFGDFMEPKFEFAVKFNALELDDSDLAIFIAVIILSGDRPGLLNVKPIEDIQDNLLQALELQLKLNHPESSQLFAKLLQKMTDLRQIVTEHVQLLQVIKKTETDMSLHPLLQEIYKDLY
STAT3 activator: IL-6 driven STAT3 reporter potentiators, primary screen, U3A cells, luciferase, luminescence, MLSCN library; IL-6 STAT3-luciferase reporter; 100% = signal with IL-6 EC80 alone; activation (% of control), % at 5.6 µM; 0.91% of 190,000 active; AID 871, 2007;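 active = activation above the screen-wide mean of compound activation plus 3 SD, cut at about 130% in these data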;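 also: 0% = background luminescence of wells with medium and substrate only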
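Test system: STAT3-luciferase reporter U3A cells; Detection: reporter luminescence signal; Times: 1 h compound pre-exposure, 6 h IL-6 stimulation, 37 °C; Benchmarks: IL-6-only high control; Also added: IL-6 stimulus at 33 ng/mL final.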
PPARg SRC-3 ag: PPARgamma agonists recruiting SRC-3 coactivator, primary screen, biochemical; Peroxisome proliferator-activated receptor gamma (Homo sapiens), P37231; biochemical PPARgamma/SRC-3 coactivator recruitment assay; activation, % at 8 µM; 0.26% of 200,000 active; in the data active = activation above about 23%;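 also: 0% = DMSO and 100% = reference agonist; some compounds past the cut are filed as inactive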
PPARg SRC-2 ag: agonists of PPARg-SRC-2 recruitment, primary screen, biochemical, HTS; Peroxisome proliferator-activated receptor gamma (Homo sapiens), P37231; PPARgamma LBD-SRC-2 recruitment; activation, % at 8 µM; 0.34% of 200,000 active; AID 1032, 2008; in the data active = activation above about 22%;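 also: 0% = vehicle and 100% = reference agonist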
bIAP inh: bovine intestinal alkaline phosphatase inhibitors, primary screen, selectivity assay for TNAP inhibitor project, biochemical, bovine IAP, CDP-star luminescence; alkaline phosphatase, intestinal [Bos taurus]; purified bovine IAP, 30 min; 190,000 tested, under 10 active; inhibition, % at 20 µM;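 active = over 50% inhibition of intestinal alkaline phosphatase at 20 µM in the single-dose screen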
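Assay system – bovine IAP enzyme · Quantity – bovine IAP at 1/65,000,000 final dilution · Detection – CDP-star luminescence signal · Times – 30 min reaction at room temperature · Also added – CDP-star substrate at 30 µM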
Starred values were filed as active, the others as inactive; . = not tested or not shown.

Order of values – STAT3 blocker	TNAP act hi DEA	ROMK primary	STAT1 blocker	TR-FRET SRC-2 ct	bIAP activator	PPARg SRC-1 ag	STAT3 activator	PPARg SRC-3 ag	PPARg SRC-2 ag	bIAP inh
CC1CN/C(=C\C(=O)c2ccccc2)C(=O)N1 (centres undefined)
    7.3	1	.	-41.5	1647	1	3.5	97.0	2.7	6.5	1.9
Cn1c(=O)c2c(ncn2CCNC2=NCCCCC2)n(C)c1=O
    5.8	1	0.0462	-0.8	1522	1.1	-1.1	99.2	-1.2	37.7*	-5.6
COc1ccc(CNc2oc(COc3ccccc3)nc2C#N)cc1
    5.7	1	-1.12	-7.2	1656	0.9	0.3	101.6	3.2	0.6	14.9
O=C1NCCCC1C(=O)N/N=C/c1ccccc1O (centres undefined)
    -1.9	1	1.08	-6.4	1590	1	1.6	103.5	-0.9	4.8	4.9
O=C(CN1CCN(Cc2ccccc2)CC1)Nc1ccc2c(c1)CCC2
    8.8	1	-0.942	5.4	1580	1.2	15.2	99.6	1.3	-3.6	-18.7
Cc1nn(C)cc1C(C)NC(=O)c1cc(COc2c(F)cccc2F)on1 (centres undefined)
    9.6	1	0.862	-0.9	1417	1	-3.9	96.0	1.7	-3.0	4.1
CCOC(=O)Cn1c(=O)n(C2CCCC2)c(=O)c2ccccc21
    4.4	1	0.215	7.9	1530	0.9	-3.4	95.8	-4.8	-2.8	6.7
CCC(CO)Nc1ccc(-c2nn(C)c(=O)c3ccccc23)cc1[N+](=O)[O-] (centres undefined)
    6.0	0.9	0.344	9.3	1412	1	-8.6	99.4	-1.9	-6.9	3.4
Cc1ccc(NC(=O)COC(=O)Cc2csc(-c3ccc(Cl)cc3)n2)cc1C
    8.2	1	-1.18	6.6	1470	1.1	-5.3	91.6	2.4	0.6	-5.1
CC1CC(N(C(=O)c2ccc(Cl)cc2)c2ccccc2)c2ccccc2N1C(=O)c1ccco1 (centres undefined)
    -4.4	1.1	.	-4.4	1541	1	6.7	104.9	-8.1	9.8	-4.3
Cc1nn(C)c(C)c1S(=O)(=O)NC1CCCc2ccccc21 (centres undefined)
    3.0	1.1	.	5.1	1497	1	11.0	101.0	2.1	4.5	3.9
CN(CCc1ccccn1)Cc1ccc(Cl)cc1
    6.4	1	.	5.1	1579	1	-3.2	98.7	-5.2	2.5	3.5
Cc1cc(N2CC(C)OC(C)C2)n2cc(-c3ccccc3)nc2n1 (centres undefined)
    8.2	1	0.915	-12.9	1908	1.1	9.1	93.8	3.4	6.4	-7.5
Cc1cc2ccccc2n2c(SCC(=O)NCC3CCCO3)nnc12 (centres undefined)
    7.5	1	-0.672	-11.8	1567	1	3.0	99.0	4.5	10.5	-2.5
O=C(COC(=O)C1=COCCO1)NCc1ccc(Cl)cc1
    0.3	1.1	0.0603	2.1	1646	1	-3.7	104.9	-3.4	-2.5	-0.5
CCCn1nc(NS(=O)(=O)c2ccccc2)c2cc3cc(C)ccc3nc21
    6.8	1	0.545	-9.2	1729	0.9	-0.4	97.3	-1.1	1.4	5.8
Cc1ccc2c(c1)C1CCCC3C1N2CC(=O)N3Cc1ccccc1 (centres undefined)
    11.9	1	-0.0568	6.0	1609	1.1	-4.1	90.0	-5.0	0.6	-5.7
Cc1ccc(-c2nc(N/N=C/c3cccnc3)c3ccccc3n2)cc1
    72.1*	1	-0.274	57.1*	1427	1	-3.9	41.2	-8.1	-3.7	-3.5
Cc1ccc(N(C(=O)CC2NC(=O)NC2=O)C2(C(=O)NC3CCCC3)CCCCC2)cc1 (centres undefined)
    0.4	1	.	5.9	1452	1.2	-2.0	105.1	1.3	0.4	-21.8
Cc1ccc(CNc2nc3ccccc3n3nnnc23)cc1
    4.5	1	.	-0.6	1685	0.9	1.8	99.9	-3.1	2.1	12.7
Cc1nc(/C=C/c2ccccc2)[nH]c(=O)c1-c1ccccc1
    14.5	1	0.906	-32.1	1651	1	9.7	89.0	0.6	9.8	4.3
O=C(Nc1cccnc1)c1cc(-c2ccc(Br)cc2)on1
    -0.8	1	.	-11.8	1541	0.9	8.9	105.1	11.1	3.8	13.9
CCSc1ccc(C(=O)Nc2cccc(C)n2)cc1[N+](=O)[O-]
    7.6	1.1	0.229	12.2	1518	1.4	3.9	95.8	3.9	6.8	-39.6
Cc1c(O)ccc(C(=O)COc2ccc(F)cc2)c1O
    2.4	1	.	1.6	1558	1	1.4	99.3	6.2	-0.7	-0.8
O=C(Nc1sc2c(c1C(=O)O)CCC2)c1ccccc1
    -13.4	1	0.767	-10.9	1578	0.8	6.9	112.3	-4.8	-3.2	16.5
Cc1cc(CNC(=O)c2cccc([N+](=O)[O-])c2)c2ccccc2n1
    12.3	1	1.21	8.9	1502	1	-4.2	91.5	1.6	-4.5	2.9
CCN(CC)S(=O)(=O)c1ccc(C)c(NC(=O)CNCCN(C(C)C)C(C)C)c1
    -1.4	1	-0.668	-17.5	1551	1.4	-5.2	103.2	-3.9	-5.4	-35.3
Cn1c(CC(=O)NC(C)(C)CO)c(Sc2ccccc2)c2ccccc21
    3.2	1.1	.	10.1	1468	1.1	6.3	98.1	1.4	-1.0	-6.6
CCOc1cc(S(=O)(=O)N2CCCCCC2)ccc1F
    -16.7	1.1	0.194	-2.4	1238	0.9	-2.2	111.0	-10.9	-4.8	8.0
CC(=O)N1CCN(C(=S)Nc2cc(S(=O)(=O)N3CCOCC3)ccc2Cl)CC1
    2.7	1.1	-0.218	10.0	1602	0.9	1.7	98.9	4.0	5.2	6.5
COc1cc2c(cc1OC)C(C)N(C(=O)c1cc3c(=O)oc4ccc(C)cc4c3s1)CC2 (centres undefined)
    -5.7	1	0.24	-2.4	1527	0.9	0.8	104.8	-2.1	11.5	11.4
Cc1ccc(-c2csc(NC(=O)C3=NN(c4ccccc4)C(=O)CC3)n2)cc1
    30.1	1	0.0406	13.2	1608	1	9.6	76.9	2.3	10.8	1.4
O=C(CCn1c(=O)oc2ccccc21)N(Cc1ccccc1)c1ccccn1
    4.1	.	0.66	1.7	1354	.	2.4	98.3	-1.1	4.7	.
Cc1ccccc1Cn1c(Cc2ccccc2)nc2ccccc21
    7.1	1	.	-1.3	1338	0.8	-3.3	94.6	13.0	2.5	15.1
CCOC(=O)c1c(NC(=O)C[n+]2ccccc2)sc2c1CCCC2
    12.7	1	-1.75	-12.5	1553	1	5.6	92.7	5.3	5.3	2.8
O=C(c1cc2nc(-c3ccccc3)cc(-c3ccccc3)n2n1)N1CCN(C(=O)c2ccco2)CC1
    25.1	1	.	20.1	1779	1.1	7.5	82.5	11.4	8.4	-8.8
Cn1c(SCc2c(F)cccc2Cl)nnc1-c1cnccn1
    3.4	1	-0.287	-32.6	1645	1	2.0	103.6	3.9	3.9	3.6
O=C(Cn1cccc1C(=O)c1ccccc1)NCc1ccccn1
    2.4	1	-0.651	2.6	1656	1	7.6	103.5	9.0	7.5	-0.2
O=C(CCn1c(=S)oc2ccccc21)Nc1ccc2c(c1)OCCO2
    -5.1	1	0.766	-2.4	1434	1	-0.1	108.0	2.1	0.5	4.8
COc1cccc(CNC(=O)CN2C(=O)CC(c3ccccc3)=Nc3ccccc32)c1
    0.5	1	-1.59	-5.1	1238	1	-9.4	103.5	5.5	-3.2	1.2

Part of the list above, with bars between the fields.
molecule | STAT3 blocker | TNAP act hi DEA | ROMK primary | STAT1 blocker | TR-FRET SRC-2 ct | bIAP activator | PPARg SRC-1 ag | STAT3 activator | PPARg SRC-3 ag | PPARg SRC-2 ag | bIAP inh
O=C(CCn1c(=O)oc2ccccc21)N(Cc1ccccc1)c1ccccn1 | 4.1 | . | 0.66 | 1.7 | 1354 | . | 2.4 | 98.3 | -1.1 | 4.7 | .
Cc1ccccc1Cn1c(Cc2ccccc2)nc2ccccc21 | 7.1 | 1 | . | -1.3 | 1338 | 0.8 | -3.3 | 94.6 | 13.0 | 2.5 | 15.1

Next records:
Order of values – STAT3 blocker	TNAP act hi DEA	ROMK primary	STAT1 blocker	TR-FRET SRC-2 ct	bIAP activator	PPARg SRC-1 ag	STAT3 activator	PPARg SRC-3 ag	PPARg SRC-2 ag	bIAP inh
CC(CSc1nc2ccccc2s1)Cn1c(N2CCCC2)nc2c1c(=O)[nH]c(=O)n2C (centres undefined)
    -14.7	1	-3.07*	-3.9	1507	1	13.2	116.6	6.1	3.6	0.1
CCOC(=O)c1oc2ccccc2c1NC(=O)c1cccs1
    19.1	1	-0.231	-12.4	1536	1	5.4	91.0	-1.8	8.0	-2.4
CC(=O)N1CCc2cc(S(=O)(=O)Nc3ccccc3N3CCN(C)CC3)ccc21
    6.2	1.1	.	23.0	1377	0.9	-3.8	98.9	-6.4	-1.0	7.7
O=C(Nc1nc2ccccc2s1)c1ccc(Cl)s1
    21.0	1.1	.	-61.4	1944	1	1.5	89.4	3.0	8.4	4.7
CCOc1cc(/C=N/NC(=O)c2nn(C)cc2Br)ccc1OCc1ccccc1Cl
    21.5	1.1	0.0825	-3.0	1546	0.7	10.6	83.1	6.1	8.3	29.4
O=C(CCn1c(=O)[nH]c2ccsc2c1=O)Nc1ccc(F)c(F)c1
    24.8	1.1	.	-4.0	1537	1.1	-4.2	81.5	-4.2	-0.2	-6.8
CCOC(=O)c1c(C)[nH]c(C2=NNC(=NC(C)COC)SC2)c1C (centres undefined)
    35.8	1	1.37	13.1	1570	0.9	5.6	72.9	12.8	5.7	8.2
C=CCc1cccc2cc(C(=O)Nc3ccc(F)cc3)c(=O)oc12
    4.0	1	.	-6.2	1544	0.9	1.7	96.0	-2.7	-0.4	6.4
CC1(C)C2CCC1(C)C(OC(=O)CSc1nc(N)cc(=O)[nH]1)C2 (centres undefined)
    5.8	1.1	.	-11.1	1431	0.9	-3.0	98.8	7.5	-2.7	8.7
N/C(=N\OC(=O)c1ccc(Cl)c(Cl)c1)c1cccnc1
    4.7	1	-0.141	-19.6	1553	0.9	-2.4	96.3	-1.1	7.5	9.8

Quoted from the listing.
CCN(CC)S(=O)(=O)c1ccc(C)c(NC(=O)CNCCN(C(C)C)C(C)C)c1 | bIAP inh: -35.3
O=C(CCn1c(=O)[nH]c2ccsc2c1=O)Nc1ccc(F)c(F)c1 | TNAP act hi DEA: 1.1

Screens as filed in PubChem.
